Screening results from PubChem.
ERG Ets-DNA blk: ERG Ets/DNA interaction inhibition; P11308; 370,000 tested, 0.028% active; fluorescence polarization, His-ERG Ets domain / labelled DNA; Potency, µM (series often up to 76.9 µM), without a hit: at the highest dose FP activity, negative = inhibition, most hits filed as inhibitors; active means well fitted inhibition curve with a large enough effect in the polarisation, with a control signal flat; inconclusive means small, poorly fitted or top-dose-only effect, or effect the other way, or a change in a side signal; inactive means no such curve, though single readings can be large or run the other way; the % refers to the polarisation;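 further: polarization taken with two DNA probes labelled with fluorescein and Texas red; % of control where 0% means no effect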
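His-tagged ERG Ets domain (1 uM in the protein solution; 300mM KCl, 50mM Tris-HCl, 1mM EDTA, 1mM DTT, pH 7.5) received compound, then a probe mix of 5 nM fluorescein-DNA and 100nM Texas-615-DNA. Fluorescence polarization was read for both dyes.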
Tb PGK inh: T. brucei PGK inhibition. P07378. PGK/GAPDH coupled, Kinase-Glo luminescence, 60 min. Potency, µM (doses to about 57.5 µM), for inactives: at the top dose activity change, negative = inhibition, usual class: inhibitors. 380,000 tested, 0.043% active. AID 602233; further: on the % scale 0 is the no-effect control and ±100 the full control effect; nearly all actives have a fitted effect of over 60% in size
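Recombinant glycosomal PGK reaction used 1,3-bisphosphoglycerate generated in-well by GAPDH (100nM final) in 100mM TEA pH 7.6, 5mM MgCl2, 0.01% Tween-20. After 60 minutes at room temperature, ATP was read by Kinase-Glo Plus luminescence end-point.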
JMJD2A Tudor: blocks the human JMJD2A Tudor domain. 390,000 tested, 4.4% active. O75164. Potency, µM (doses to about 114 µM), inactives show at the top dose activity change, negative = inhibition, most hits filed as inhibitors. AID 504339. AlphaScreen JMJD2A-Tudor / H3K4me3 peptide binding; further: on the % scale 0 is the no-effect control and ±100 the full control effect; nearly all actives have a fitted effect of over 50% in size
GLS inhibitor: inhibitors of human glutaminase (GLS); O94925; GLS enzymatic activity, qHTS titration; Potency, µM (top dose mostly 45.5 µM), inactives show top-dose activity change, negative = inhibition, most hits filed as inhibitors; 410,000 tested, 0.21% active; AID 624170; further: on the % scale 0 is the no-effect control and ±100 the full control effect
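hKGA in 45 mM KH2PO4 pH 8.2, 0.02% Tween-20 with pin-transferred compounds; 1 mM L-glutamine (stock) plus glutamate oxidase/HRP/Amplex Red coupling added. Fluorescence read initially and after 30 min at RT.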
HP1b chromo inh: blocks HP1-beta chromodomain binding to methylated histone tails; P83916; AlphaScreen HP1-beta / biotin-H3K9me3 peptide binding; Potency, µM (doses to about 114 µM), inactives show at the top dose activity change, negative = inhibition, hits mostly inhibitors; 390,000 tested, 0.56% active; further: nearly all actives have a fitted effect of over 70% in size; inactives centre near 23
Target sequence (P83916 whole entry, looked up): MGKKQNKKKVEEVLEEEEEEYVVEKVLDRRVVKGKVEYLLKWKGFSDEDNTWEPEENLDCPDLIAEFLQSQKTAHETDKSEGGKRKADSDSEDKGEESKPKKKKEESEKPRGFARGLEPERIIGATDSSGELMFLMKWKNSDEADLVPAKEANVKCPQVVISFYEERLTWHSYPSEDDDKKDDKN
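Compound inhibition of the preformed complex between 50 nM HP1-beta and 50 nM biotinylated H3K9me3 peptide was read by AlphaScreen. Buffer was PBS pH 7.4 with 0.01% Tween-20. Incubations ran 30 min at room temperature, with 10 ug/mL donor/acceptor beads.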
Pin1 inh: human Pin1 inhibition. Potency, µM (top dose mostly 115 µM), inactives show at the highest dose activity, negative = inhibition, actives largely listed as inhibitors. Pin1 FP peptide displacement, HiFluor488, 10 min. 390,000 tested, 0.009% active. Q13526; active means well fitted inhibition curve with a large enough effect in the polarisation, with a control signal flat, not every such curve was filed as active; inconclusive means small, poorly fitted or top-dose-only effect, or effect the other way, or a change in a side signal; inactive means no such curve, though single readings can be large or run the other way; the % refers to the polarisation; further: on the % scale 0 is the no-effect control and ±100 the full control effect
Target sequence (Q13526 whole entry, looked up): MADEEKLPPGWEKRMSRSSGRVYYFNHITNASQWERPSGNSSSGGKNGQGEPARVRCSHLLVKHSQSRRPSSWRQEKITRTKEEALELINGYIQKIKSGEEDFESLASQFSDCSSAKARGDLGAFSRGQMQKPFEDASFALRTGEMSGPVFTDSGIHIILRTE
RGS4 inhibitor: inhibitors of human regulator of G protein signaling 4 | 390,000 tested, 0.039% active | Transcreener GDP fluorescence polarization, RGS4-accelerated GTP hydrolysis | AID 504845 | P49798 | Potency, µM (top dose mostly 114 µM), for inactives: at the top dose activity change, negative = inhibition, actives largely listed as inhibitors; further: on the % scale 0 is the no-effect control and ±100 the full control effect; nearly all actives have a fitted effect of over 75% in size; some results filed as inactive show a strong effect at the top dose
Target sequence (P49798 whole entry, looked up): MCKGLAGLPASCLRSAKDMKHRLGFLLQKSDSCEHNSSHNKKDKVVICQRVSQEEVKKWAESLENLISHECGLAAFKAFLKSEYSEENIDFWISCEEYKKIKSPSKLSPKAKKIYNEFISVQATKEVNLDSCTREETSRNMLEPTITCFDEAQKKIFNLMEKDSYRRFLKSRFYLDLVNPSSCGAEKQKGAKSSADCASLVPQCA
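MLSMR compounds (23 nl, pin-transferred) preincubated 10 min at room temperature with a 500nM (2x) first reagent, then RGS4 at 900nM (2x) plus Transcreener GDP mix added; fluorescence polarization (620/688 nm) read before and after 90 min at 30 °C.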
ALOX12 inh: inhibitors of human 12S-lipoxygenase ALOX12; P18054; purified 12hLO, xylenol orange hydroperoxide absorbance; Potency, µM (doses to about 108 µM), inactives show at the highest dose activity change, negative = inhibition, actives largely listed as inhibitors; 580,000 tested, 1.1% active; further: on the % scale 0 is the no-effect control and ±100 the full control effect
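Hydroperoxide product was detected by ferrous iron/xylenol orange as the 573 to 405 nm absorbance ratio. Arachidonic acid at 40 uM (final) was turned over for 30 min at room temperature by 150 nM human 12hLO, pH 7.0 Hepes buffer, after 15 min compound preincubation.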
rTrxR1 inhibitor: rat TrxR1 inhibition; AID 588453; Potency, µM (top dose mostly 114 µM), without a hit: top-dose activity change, negative = inhibition, actives largely listed as inhibitors; 390,000 tested, 1% active; recombinant rTrxR1, NADPH fluorescence consumption, selenite substrate; further: on the % scale 0 is the no-effect control and ±100 the full control effect; nearly all actives have a fitted effect of over 65% in size
Target sequence (O89049 whole entry, looked up): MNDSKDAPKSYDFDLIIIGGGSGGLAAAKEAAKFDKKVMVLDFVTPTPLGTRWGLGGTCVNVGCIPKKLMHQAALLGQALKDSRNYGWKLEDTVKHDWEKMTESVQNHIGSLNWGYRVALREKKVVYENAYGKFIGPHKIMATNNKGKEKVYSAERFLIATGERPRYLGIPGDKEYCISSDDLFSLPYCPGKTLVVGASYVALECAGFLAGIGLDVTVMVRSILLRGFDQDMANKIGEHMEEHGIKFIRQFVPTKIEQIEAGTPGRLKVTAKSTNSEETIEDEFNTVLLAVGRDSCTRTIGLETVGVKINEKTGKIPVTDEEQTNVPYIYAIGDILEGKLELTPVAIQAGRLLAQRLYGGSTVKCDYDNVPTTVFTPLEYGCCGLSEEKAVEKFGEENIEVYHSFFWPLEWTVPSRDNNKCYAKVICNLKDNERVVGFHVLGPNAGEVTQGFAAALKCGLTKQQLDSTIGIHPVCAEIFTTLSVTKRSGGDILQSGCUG
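Rat TrxR1 (90 nM in the dispensed reagent) was pre-reduced with 400 uM NADPH for 5 min at room temperature, then incubated with compound for 15 min. After 400 uM selenite was added, NADPH fluorescence (Ex 340/Em 450 nm) was followed for 8 min.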
The depositor's hits bear a star; i = inactive; ? = inconclusive; nt = no result given; & = joins results of further samples; [ ] = another dose, or the depositor's remark. Unless noted, the call rests on the fitted dose curve; in most records, active means well fitted curve in the direction sought with a large enough effect; inconclusive means small, poorly fitted or top-dose-only effect, or another doubt; inactive means no such curve, though single readings can be large; an effect the other way counts as inactive or inconclusive. Potency means the concentration at half of the fitted maximal effect. The list is partial; the hit share may differ from the screen's.

SMILES | ERG Ets-DNA blk | Tb PGK inh | JMJD2A Tudor | GLS inhibitor | HP1b chromo inh | Pin1 inh | RGS4 inhibitor | ALOX12 inh | rTrxR1 inhibitor
CN(CC(=O)NC1CCCC1)S(=O)(=O)c1cccc(Cl)c1 | 3% | i | -14% | 3% | 21% | 0% | 8% | ? | 11%[57.1 µM]
Cc1ccc(C(=O)N/C(=C/C=C\c2ccccc2)C(=O)NCc2ccco2)cc1 | 10% | -10% | -27% | -6% | 4% | 26% | -3% | -18% | -5%[57.1 µM]
CC(C)CCn1nnnc1CN1CCN(c2ccc(F)cc2)CC1 | -1% | 4% | -17% | 11% | 38%[activator] | -8% | 1% | 1% | -16%[57.1 µM]
O=C(Nc1ccccn1)C1CCN(S(=O)(=O)c2ccc3ccccc3c2)CC1 | 5% | i | -17% | -7% | 40%[activator] | 7% | -16% | -4% | -2%
O=C(N/N=C/C=C/c1ccco1)c1cccs1 | 2% | 7% | ? | -16% | 4% | ? | -54% | ? | ?
O=C(CCC(=O)N(c1ccc(F)cc1)C(C(=O)NC1CCCC1)c1ccncc1)Nc1cccnc1 (centres undefined) | 9% | 2% | -19% | -8% | 30% | 5% | -19% | -18% | -10%
O=C(COC(=O)c1ccccc1Nc1ccc(SC(F)F)cc1)NC1CC1 | 12% | i | -12% | 5% | 32% | 3% | 4% | -18% | 38%
CC1(C)CNC(=O)c2sc(NC(=O)c3ccccc3Cl)nc2C1 | -3% | 9% | -1% | -2% | 32% | -2% | -1% | 4% | 8%
Cc1ccc(CSc2nc(N)cc(=O)[nH]2)cc1 | 2% | nt | -12% | -1% | 12% | -7% | -24% | 0% | 16%
Cc1ccc(S(=O)(=O)N2CCCCC2)cc1NC(=O)CCNC(=O)c1ccccc1 | 0% | i | -9% | 2% | 39% | -5% | 19% | -10% | 10%
Cc1ccc(S(=O)(=O)N2CCN(C(=O)CN3CCOCC3)C2c2ccccc2)cc1 (centres undefined) | 5% | -5% | -5% | 8% | 29% | 0% | 20% | 15%&7% | 0%
Cc1ccc2nc(CSc3nnc(-c4ccco4)o3)cc(=O)n2c1 | -2% | -3% | -31% | -3% | 26% | ? | -10% | ? | ?
COC(=O)CN(c1ccc(OC)cc1)S(=O)(=O)c1c(C)noc1C | -4% | -7% | -10%[11.4 µM] | -16% | 52%[activator] | -8% | -14%[11.4 µM] | 13% | 9%[57.1 µM]
CCOC(=O)c1ccc(/C=N/O)[n+](Cc2ccccc2)c1 | 7% | i | -6% | 20% | 28% | -9% | 24% | -9% | 41%[2.29 µM]
COc1ccc(N(CC(=O)N2CCN(c3ccccc3)CC2)S(=O)(=O)c2ccc(C)cc2)cc1 | 1% | 7% | -10% | 5% | 19% | -1% | 9% | 2% | -2%
Cc1onc(-c2ccccc2)c1C(=O)Nc1nc2c(s1)C(=O)CC(C)(C)C2 | -16% | 0% | -7%[57.1 µM] | -5% | 48%[activator] | 4% | 1%[11.4 µM] | -2% | 15%[57.1 µM]
CCCN(CC(=O)Nc1ccccc1C)C(=O)c1ccc(C(=O)c2ccccc2)cc1 | -5% | -3% | -22% | 1% | 6% | 6% | -5% | -16% | 2%
CCc1cccc(C)c1NC(=O)C1CCN(S(=O)(=O)c2cc(Br)cc3c2N(C(C)=O)CC3)CC1 | 0% | -6% | 1% | -7% | 34% | 2% | -6% | -24% | 3%
c1ccc(C2CCC(N3CCNCC3)CC2)cc1 (centres undefined) | nt | 5% | -9% | 4% | 47%[activator] | 10% | -32% | -9% | -4%
Cc1cccc(NC(=O)C2CCN(S(=O)(=O)c3ccc4c(c3)NC(=O)CO4)CC2)c1 | 9% | -5% | -5% | -3% | 29% | 1% | 6% | 4% | 15%
CC(=O)Nc1cccc(C(=O)OCC(=O)Nc2c(C)nn(-c3ccccc3)c2C)c1 | 1% | -5% | -17% | -1% | 16% | 0% | -10% | -15% | 10%
COc1ccccc1N1CCN(C(c2ccc(N(C)C)cc2)c2nnnn2CCc2ccccc2)CC1 (centres undefined) | -5% | -7% | ? | 46%[activator] | -49% | ? | -29% | -12% | 3.2µM*
Cc1ccc(C(=O)NCC(=O)OCC(=O)NC2CCS(=O)(=O)C2)cc1C (centres undefined) | -3% | 2% | -9% | 2% | 28% | 1% | 13% | -11% | 13%[57.1 µM]
CC1(c2ccccc2)CCC(=O)NC1 (centres undefined) | 6% | 6% | 1% | 5% | 34% | -13% | -17% | -5% | -10%[57.1 µM]
Cc1cc2c(n1-c1ccc(C(=O)NCc3ccc(OC(C)C)cc3)cc1)CCCC2 | -5% | -3% | -24% | -4% | 26% | -8% | 29% | -4% | -31%
CCOc1ccc(CN(C)C(=O)CNC(=O)c2ccccc2)cc1 | 5% | 5% | -13% | -7% | 26% | -1% | 14% | 0% | 13%
O=C(NCC1CCCO1)c1ccc(Cl)c(S(=O)(=O)N2CCCCC2)c1 (centres undefined) | 16% | i | -10% | 6% | 14% | -13% | -2% | -3% | -17%
O=S(=O)(Nc1ccc(O)c(Sc2nc3ccccc3s2)c1)c1cccc2ccccc12 | 2% | 2% | -35% | 28% | -11% | 3% | -20% | -13% | 3%
CCOC(=O)c1nc(NNC(C)=O)sc1C | 25% | i | 2% | ? | 41%[activator] | 2% | -10% | 4% | 17%[57.1 µM]
COc1ccc(N2CCN(Cc3nc4c(c(=O)[nH]c(=O)n4C)n3Cc3ccc(Cl)cc3)CC2)cc1 | -7% | 16% | -18% | -3% | 20% | -3% | 24% | ? | -12%
CC(=O)OCC(=O)[C@@]1(O)CC[C@H]2[C@@H]3CCC4=CC(=O)C=C[C@]4(C)[C@@]3(Cl)[C@@H](Cl)C[C@@]21C | 15% | -2% | 2% | -12% | 28% | -2% | -13% | 12% | 10%
CCCC1(c2ccccc2)NC(=O)N(CC(=O)Nc2ccccc2C(F)(F)F)C1=O (centres undefined) | 0% | 3% | -6% | -1% | 14% | 2% | -7% | -5% | 2%
CCN(Cc1ccncc1)C(=O)c1ccco1 | 4% | -10% | -12% | 9% | 25% | -4% | -10% | ? | 3%
Cc1cc(C)cc(NC(=O)Cn2c(=O)n(-c3ccc(C)c(C)c3)c(=O)c3oc4ccccc4c32)c1 | 1% | i | -31% | 5% | 3% | ? | -44% | -3% | 2%
CN(C(=O)CN1C(=O)c2ccc([N+](=O)[O-])cc2C1=O)C1CCCCC1 | 2% | 2% | -10% | -1% | 8% | 3% | -3% | -13% | 20%[11.4 µM]
N#C/C(=C/Nc1ccccc1C(=O)O)C(N)=O | 1% | -7% | -12% | -2% | 8%[57 µM] | 1% | -31% | ? | -11%
CCC(C)C(N)C(=O)NC(CCC(=O)OCc1ccccc1)C(N)=O (centres undefined) | 4% | i | -3% | 1% | 18% | -6% | -8% | 6% | -4%
O=C(NCc1ccccn1)C1CCN(C(=O)c2cc3sccc3n2Cc2ccc(F)cc2)CC1 | 5% | -8% | -18% | 0% | 16% | -1% | 9% | -2% | 11%
CC(C(=O)Nc1cccnc1)c1ccc([N+](=O)[O-])cc1 (centres undefined) | 1% | -2% | -9% | 4% | 31% | -14% | 17% | 8% | 10%
Cc1ccc(NC(=O)C(OC(=O)c2ccc(NC(N)=O)cc2)c2ccccc2)cc1Cl (centres undefined) | -9% | -2% | -15% | -5% | 8% | 21% | -4% | -27% | -5%
COc1cc(NC(=O)Nc2cccc(-c3noc(C)n3)c2)cc(OC)c1OC | ? | -5% | -33% | 1% | 20%[57 µM] | -3% | -20% | -11% | 12%[57.1 µM]
Cc1cccc(C(=O)NC(=S)Nc2ccc3[nH]c(=O)[nH]c3c2)c1 | -26% | -10% | -14% | -9% | 3% | 13% | -20% | ? | -10%[57.1 µM]
CCn1ncc(C(=O)Nc2ccc([N+](=O)[O-])cc2OC)c1C | 1% | -5% | -8% | -16% | 38% | 0% | 23% | 8% | 8%
CC(=O)Nc1cnc(NC(=O)c2cccc(F)c2)cc1C | -1% | -15% | -17% | 12% | 36%[activator] | 3% | -42% | -18% | 9%
CNC(=O)CSc1nnnn1-c1cc(C)ccc1C | 9% | -1% | -31% | 12% | 45% | -3% | -15% | 0%[57.4 µM] | 11%
CCN1CCN(S(=O)(=O)c2ccc(Cl)c(C(=O)Nc3ccccc3N3CCOCC3)c2)CC1 | 16% | -6% | -21% | 1% | 15% | -1% | 13% | ? | 7%
CCOC(=O)Cn1c(N2CCCCCC2)nc2c1c(=O)[nH]c(=O)n2C | -3% | -3% | -11% | 7% | 17% | -5% | -4% | 0% | -9%
COc1ccc(Br)cc1S(=O)(=O)N1CC(C)OC(C)C1 (centres undefined) | 14% | 0% | -3% | 18% | 25% | 3% | 16% | 0% | 8%

Some of these compounds in order of formula weight, ascending.
SMILES | ERG Ets-DNA blk | Tb PGK inh | JMJD2A Tudor | GLS inhibitor | HP1b chromo inh | Pin1 inh | RGS4 inhibitor | ALOX12 inh | rTrxR1 inhibitor
CC(=O)Nc1cnc(NC(=O)c2cccc(F)c2)cc1C | -1% | -15% | -17% | 12% | 36%[activator] | 3% | -42% | -18% | 9%
CCn1ncc(C(=O)Nc2ccc([N+](=O)[O-])cc2OC)c1C | 1% | -5% | -8% | -16% | 38% | 0% | 23% | 8% | 8%
CCN1CCN(S(=O)(=O)c2ccc(Cl)c(C(=O)Nc3ccccc3N3CCOCC3)c2)CC1 | 16% | -6% | -21% | 1% | 15% | -1% | 13% | ? | 7%
